EWS-Fli block: inhibitors of EWS/Fli oncoprotein transcriptional activity | A673 NR0B1-luciferase reporter, viability-normalised | hit rate 0.67% among 350,000 | inhibition, % at 12.6 µM;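 active = mean inhibition of at least 50% after viability correction, with every replicate also passing that limit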;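 note: firefly luciferase signal divided by Alamar Blue viability fluorescence both relative to DMSO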
PAX8 inh HTS: lowers PAX8-driven luciferase in RMG-I cells; RMG-I TPO-luciferase reporter, SteadyGlo, 24 h; inhibition, % at 12.6 µM; hit rate 1.2% among 360,000;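 active = mean replicate inhibition at least 60% with every replicate also reaching 60%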;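 note: luciferase light reporting Pax8 driven TPO promoter activity; plate controls were median of neutral control wells for no effect and mitoxantrone controls for full effect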
CASP6 VEID inh: caspase-6 (human) enzyme inhibition | P55212 | purified caspase-6, Z-VEID-R110 cleavage fluorescence | inhibition, % at 12.5 µM | hit rate 0.53% among 350,000;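 active = mean inhibition across replicates at least about 35%, with every replicate also reaching that limit, limit read from the data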;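 note: 0% = median of neutral control wells and 100% = no fluorescence left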
Target sequence (P55212 24-179 limits assumed): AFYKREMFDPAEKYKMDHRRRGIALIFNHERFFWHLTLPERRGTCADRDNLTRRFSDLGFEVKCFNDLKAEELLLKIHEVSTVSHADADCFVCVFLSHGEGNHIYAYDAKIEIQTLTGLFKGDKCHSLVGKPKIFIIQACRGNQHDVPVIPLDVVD
Target sequence (P55212 194-293 limits assumed): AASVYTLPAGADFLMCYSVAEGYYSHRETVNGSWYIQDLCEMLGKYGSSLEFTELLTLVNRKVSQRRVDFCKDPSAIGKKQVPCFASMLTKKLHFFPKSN
miR-122 sensor: inhibitors of miR-122 in Huh7 cells. Huh7 miR-122 Renilla luciferase sensor, 48 h; neutral wells = 0, positive control = 100. hit rate 0.3% among 340,000. AID 602342. activation (reporter increase), % at 12.5 µM;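 active = mean replicate activation score at least 90 and every replicate individually at or above 90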;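 note: higher luciferase means less miR-122 activity so hits act as miR-122 inhibitors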
PGC1a acetyl inh: PGC1a acetylation modulation, inhibitor mode; inhibition, % at 15.6 µM; AID 651687; hit rate 0.17% among 350,000; U2OS PGC1a acetylation, AlphaScreen anti-acetyl-lysine; with virally co-expressed GCN5 acetyltransferase;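 active = every replicate shows inhibition of at least 40%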;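 note: 0% = neutral control wells and 100% = positive control wells; some results beyond the cut were filed as inactive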
Cneo AK release: Cryptococcus neoformans lysis via adenylate kinase release. C. neoformans lysis, adenylate kinase release luminescence, 4 h; normalised: neutral wells 0, clomiphene wells 100. hit rate 0.2% among 360,000. AID 651654. lysis activity, % at 15 µM;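 active = mean lysis activity across replicates of at least 80%, whatever share of replicates individually reach that level; inactive = mean lysis activity below 80%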
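read-out = cell lysis signal | test system = log-phase Cryptococcus neoformans yeast cells | input = cells at 5 × 10^6 per mL | medium = fresh YPD growth medium | signal = luminescent adenylate kinase detection reagent | timing = 4 h at 37 °C static, read 1 h later | dosing = single dose | controls = Clomiphene as positive lysis control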
LGR2 inh: blocks bursicon-induced cAMP signaling via Drosophila LGR2; hit rate 0.35% among 380,000; inhibition, % at 9.99 µM; HEK293 LGR2, CRE-luciferase, bursicon-stimulated, 4 h;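 active = drop in luminescence signal, shown as inhibition above about 50% in the replicate tests, limit read from the data, passing the limit was not always enough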;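 note: agonist challenge used bursicon conditioned medium at about half maximal strength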
FN deposition inh: fibronectin deposition inhibition | AH1F fibroblasts, Alexa488-fibronectin deposition fluorescence, overnight | inhibition, % at 12.6 µM | hit rate 0.086% among 350,000 | AID 743247;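 active = mean inhibition across replicates of 30% or more, regardless of how many single replicates reach that level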;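 note: positive control wells lacked labelled fibronectin entirely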
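Material: AH1F fibroblast monolayer depositing Alexa488-labelled fibronectin into matrix / Amount: 10000 AH1F cells per well / Signal: fluorescence 485/525 nm / Medium: DMEM, 2% serum / Compound: single dose, pinned / Incubation: 1 h cell adhesion before compound, then overnight fibronectin incubation / Reagent: Alexa488-FN, 24 nM final / Read-out: inhibition of fibronectin deposition signal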
* marks the source's active call; other numbers are inactive results; . = not tested or not shown; & = joins results of further samples; [ ] = remark or other dose.

SMILES	EWS-Fli block	PAX8 inh HTS	CASP6 VEID inh	miR-122 sensor	PGC1a acetyl inh	Cneo AK release	LGR2 inh	FN deposition inh
O=C1c2ccccc2C(=O)N1CCCCCCc1ccccc1	-8	-14	-4	-3	-15	0	5	1
O=C1c2cc(Br)ccc2N(Cc2ccc(Br)cc2)S(=O)(=O)C1c1cc(Cl)c(Cl)cc1[N+](=O)[O-] (configuration not stated)	.	.	0	71	-4	-2	5	.
C[C@@H]1CN([C@H](C)CO)S(=O)(=O)c2ccc(C#Cc3ccccn3)cc2O[C@@H]1CN(C)CC1CC1	-12	.	-4	16[16.7 µM]	-20	-3	-12	-2
COc1ccc(F)cc1CN1CCN(CC(=O)Nc2ccccc2C(=O)NC2CC2)CC1	3	2	1	-1	-23	-1	14	1
CC(C)CN(C(=O)C(c1ccccc1)c1ccccc1)c1c(N)n(CC(C)C)c(=O)[nH]c1=O	3	-2	3	-6	.	1	35	-4
COc1cc2[nH]c(=S)n(Cc3ccc(C)cc3)c(=O)c2cc1OC	4	5	-1	.	-5	.	-7	.
Cc1c(OCC(=O)N[C@H](C(=O)O)c2ccccc2)ccc2c3c(c(=O)oc12)CCCC3	0	.	15	-6	8	-3	.	.
COCC#Cc1ccc([C@@H]2[C@H](CO)N3CCCCN(S(=O)(=O)c4ccccc4F)C[C@@H]23)cc1	5	-18	-2	3[16.7 µM]	2	2	6	.
O=C(CSc1nnc2ccccn12)Nc1ccc(N2CCOCC2)cc1	-5	-3	2	.	.	0	-4	-1
C[C@H](CO)N1C[C@H](C)[C@H](CN(C)S(=O)(=O)c2cccs2)Oc2ncc(-c3cc4ccccc4o3)cc2C1=O	-3&2	-8	2&-2	1	-31&-29	5&-3	5&7	6&-1
O=C(Nc1ccc(Br)cc1)c1cccc(N2C(=O)C3C4C=CC(C4)C3C2=O)c1 (configuration not stated)	6	2	3	2	.	-1	23	-1
NC(=O)c1ccc(SCC(=O)OCC(=O)NC2CCCCCCC2)c([N+](=O)[O-])c1	-4	-16	-3	-8	1	0	0	-8
CCN(C(=O)CSc1nnc(-c2ccc(F)cc2)n1C)C1CCS(=O)(=O)C1 (configuration not stated)	2	3	1	-2	2	-3	-7	9
CN1CCN(c2ccccc2NC(=O)c2cccc([N+](=O)[O-])c2)CC1	-4	-4	-8	3	-1	1	.	9
CC(=O)O/N=C/c1c(Cl)n(C)c2ccccc12	4	-17	-2	.	.	.	.	0
CCN1CCN(C(CCc2ccccc2)C(=O)NC2CCCCC2)CC1 (configuration not stated)	5	-7	-1	3	10	-15	-16	3
CCCCCCn1c(=O)n2n(c1=O)C[C@]1(OC(=O)Nc3c(C)noc3C)CN(S(=O)(=O)c3ccc(C)cc3)C[C@]1(O)C2	6	18	-3	-7	13	-1	-13	-1
Cc1cc(C(=O)CSc2nnnn2-c2ccccc2)c(C)n1CC1CCCO1 (configuration not stated)	.	-251	.	-4	-1	-3	.	-8
CCC(CC)C(=O)Nc1cccc(C(=O)N2CCCCCC2)c1	.	.	.	4	-3	0	17	.
CC(C)NC(=O)N(C)C[C@H]1OCCCC[C@H](C)Oc2ccc(NC(=O)c3ccncc3)cc2C(=O)N([C@@H](C)CO)C[C@@H]1C	-7	-9	.	-4[16.7 µM]	3	.	-5	-7
C=CCn1c(SCC(=O)Nc2cc(C)ccc2C)nnc1-c1cnccn1	.	.	.	-3	10	0	.	9
NC(=O)c1ccc(NCC2COc3ccccc3O2)c([N+](=O)[O-])c1 (configuration not stated)	-41	-42	0	-1	-4	0	-28	1
CC(C)C[C@H]1CN=C(Nc2ccccc2)N1CCC1CCCC1	11	13	5	-2	4	8	0	3
CCS(=O)(=O)N1CCCCN2[C@H](CO)[C@@H](c3ccc(-c4ccccc4C)cc3)[C@@H]2C1	6	-2	0	1[16.7 µM]	-14	0	5	.
O=C(OCc1ccc(Cl)c(Cl)c1)c1cccnc1Cl	-5	-8	-7	-4	12	-1	3	7
CCn1cc([N+](=O)[O-])c(C(=O)N2CCCc3ccccc32)n1	-2	13	-1	.	.	-4	-5	.
CCN(c1ccccc1)S(=O)(=O)c1cc(C(=O)Nc2ccc(F)c(F)c2)ccc1F	15	21	2	15	7	-3	.	7
CN(C)c1ccc(C(=O)C(=O)N2CCN(c3ccccc3)CC2)cc1	-21	13	2	.	.	.	15	6
Cc1ccc(-n2ncc3c2CC(C)(C)CC3NC(=O)c2ccccn2)cc1 (configuration not stated)	.	-11	3	0	3	-2	19	4
CCn1nnc(-c2ccccc2NC(=O)c2cccc(-n3cnnn3)c2)n1	-4	.	5	.	10	1	-5	.
CCNC(=O)C1(C)CCCN(C(=O)c2nc(C)oc2C)C1 (configuration not stated)	-5	-5	0	-4	-3	0	-23	1
O=C(C[C@H]1C=C[C@H](NC(=O)Nc2ccc(C(F)(F)F)cc2)[C@H](CO)O1)NCc1cc(F)cc(F)c1	-23	-22	-1	.	-5	-1	-3	3
N#CCC(=O)Nc1ccc(C(=O)OCC(=O)NNC(=O)c2cccs2)cc1	-1	-10	2	.	.	5	-13	4
CNC(=S)N(C)c1ccccc1	2	39	2	10	.	1	-10	7
COc1ccccc1C#Cc1ccc([C@@H]2[C@H](CO)N3CCCCN(C(=O)C4CCCC4)C[C@@H]23)cc1	15	-9	0	2[16.7 µM]	-29	3	.	.
CC1CCCCN1C(=O)C1CCCCN1S(=O)(=O)c1cccc([N+](=O)[O-])c1 (configuration not stated)	5	27	0	-15	-5	0	-6	-5
Cc1ccc(C)c(S(=O)(=O)N/N=C/c2ccc(N(C)C)cc2)c1	1	-3	5	.	.	.	-33	-6
CNC[C@H]1OCCCC[C@H](C)Oc2ccc(NC(=O)Nc3ccc(F)cc3)cc2C(=O)N([C@H](C)CO)C[C@H]1C	-3	0	.	-7[16.7 µM]	-2	1	15	.
Cc1cc(=O)oc2c3c(cc(OCC(=O)NCc4ccco4)c12)OC(C)(C)CC3	16	.	1	2	-1	1	-1	.
CC(=O)c1ccc(NC(=O)COC(=O)CCC2CCCC2)cc1	-6	-7	1	.	6	0	6	-2

Some of these compounds in order of molar mass, largest number first:
SMILES	EWS-Fli block	PAX8 inh HTS	CASP6 VEID inh	miR-122 sensor	PGC1a acetyl inh	Cneo AK release	LGR2 inh	FN deposition inh
C[C@H](CO)N1C[C@H](C)[C@H](CN(C)S(=O)(=O)c2cccs2)Oc2ncc(-c3cc4ccccc4o3)cc2C1=O	-3&2	-8	2&-2	1	-31&-29	5&-3	5&7	6&-1
CNC[C@H]1OCCCC[C@H](C)Oc2ccc(NC(=O)Nc3ccc(F)cc3)cc2C(=O)N([C@H](C)CO)C[C@H]1C	-3	0	.	-7[16.7 µM]	-2	1	15	.
CC(C)CN(C(=O)C(c1ccccc1)c1ccccc1)c1c(N)n(CC(C)C)c(=O)[nH]c1=O	3	-2	3	-6	.	1	35	-4
CCN(c1ccccc1)S(=O)(=O)c1cc(C(=O)Nc2ccc(F)c(F)c2)ccc1F	15	21	2	15	7	-3	.	7
CCS(=O)(=O)N1CCCCN2[C@H](CO)[C@@H](c3ccc(-c4ccccc4C)cc3)[C@@H]2C1	6	-2	0	1[16.7 µM]	-14	0	5	.
NC(=O)c1ccc(SCC(=O)OCC(=O)NC2CCCCCCC2)c([N+](=O)[O-])c1	-4	-16	-3	-8	1	0	0	-8
CC1CCCCN1C(=O)C1CCCCN1S(=O)(=O)c1cccc([N+](=O)[O-])c1 (configuration not stated)	5	27	0	-15	-5	0	-6	-5
Cc1ccc(-n2ncc3c2CC(C)(C)CC3NC(=O)c2ccccn2)cc1 (configuration not stated)	.	-11	3	0	3	-2	19	4
COc1cc2[nH]c(=S)n(Cc3ccc(C)cc3)c(=O)c2cc1OC	4	5	-1	.	-5	.	-7	.
CN1CCN(c2ccccc2NC(=O)c2cccc([N+](=O)[O-])c2)CC1	-4	-4	-8	3	-1	1	.	9
CN(C)c1ccc(C(=O)C(=O)N2CCN(c3ccccc3)CC2)cc1	-21	13	2	.	.	.	15	6

More entries follow.
SMILES	EWS-Fli block	PAX8 inh HTS	CASP6 VEID inh	miR-122 sensor	PGC1a acetyl inh	Cneo AK release	LGR2 inh	FN deposition inh
COc1ccc(SC2=C[C@@]3(O)CC[C@@H](O)[C@@](Sc4ccc(OC)cc4)(C2=O)[C@H]3O)cc1	8	14	1	.	.	.	2	4
COc1ccc(-c2noc(C3CCCN(C(=O)c4ccccc4C)C3)n2)cc1 (configuration not stated)	8	31	0	4	-5	-2	3	-6
COc1ccc(CN(C)C[C@@H]2Oc3ccc(NC(=O)Nc4ccc5c(c4)OCO5)cc3C(=O)N([C@H](C)CO)C[C@H]2C)cc1	4	.	-1	6[16.7 µM]	2	17	6	.
COc1ccccc1C1=CC(=O)C[C@H](c2ccc(Cl)cc2)C1	0	0	-1	4	.	2	8	-5
COc1ccc(OCCC(=O)OCc2c(C)noc2C)cc1	.	.	.	-2	-6	-1	.	-22
COCCC1CCCCN1C(=O)c1ccc(OC2CCN(C(C)=O)CC2)c(OC)c1 (configuration not stated)	.	-22	-3	-1	1	.	15	0
O=C(O)CCn1c(=O)[nH]c2ccccc2c1=O	2	-15	0	-4	-4	0	10	-5
CC(C)NC(=O)N(C)C[C@H]1Oc2c(NC(=O)Nc3ccc4c(c3)OCO4)cccc2C(=O)N([C@@H](C)CO)C[C@H]1C	0	-19	.	-4[16.7 µM]	3	-2	-23	.
NC(=O)c1ccc2c(=O)n3c(-c4cccs4)csc3nc2c1	-55	-88	-1	-1	-6	-2	20	-3
CC(=O)NC1C(OC(=O)/C=C/c2ccccc2)OC(COC(C)=O)C(OC(C)=O)C1OC(C)=O (configuration not stated)	0	19	-1	3	-5	-1	-2	-4
CCC(=O)c1ccc(OCC(=O)Nc2ccccc2N2CCCCC2)cc1	-6	-3	-3	-5	.	2	2	-9
CCNC(=S)NNC(=O)c1cc(C)on1	.	.	.	0	-5	-5	-1	-2
Cc1ccc(NC(=O)c2ccc3c(c2)N(CC(=O)NC(C)C)C(=O)C(C)(C)O3)cc1	-9	-7	1	0	4	1	-8	4
N#CCCN(C(=O)CSc1ccc2c(c1)OCCO2)c1ccccc1	.	-6	.	-7	-6	-1	.	6
C[C@@H]1CCCCO[C@@H](CN(C)C)[C@@H](C)CN([C@@H](C)CO)C(=O)c2cc(NS(=O)(=O)c3ccccc3)ccc2O1	-1	-6	0	33[16.7 µM]	-3	-2	-1	-8
CC(C)(C)[C@H]1C=C(C(=O)N2CCN(Cc3ccc4c(c3)OCO4)CC2)O[C@@H](OCc2ccc(CO)cc2)C1	9&23	-14&-4	-3	-20	-20	3&5	-4	-11
C[C@@H]1CN([C@@H](C)CO)C(=O)c2cc(NC(=O)Cc3ccccc3)ccc2O[C@@H](C)CCCCO[C@@H]1CN(C)C(=O)CCC(F)(F)F	-5	-9	2	-3[16.7 µM]	6	-1	19	.
Nc1ncnc2c1ncn2[C@@H]1O[C@H](CNC(=O)[C@H](N)Cc2cscn2)[C@@H](O)[C@H]1O	-2	4	-2	-3	3	2	-13	-6
CCOc1ccc(Cl)cc1S(=O)(=O)N1CCC(C(=O)NCc2ccccn2)CC1	-4	10	2	-6	.	-3	18	4
CC(C)(C)n1nnnc1C(c1ccc(Cl)cc1)N1CCCc2ccccc21 (configuration not stated)	.	17	.	0	-3	0	.	-7
O=C(NCC12CC3CC(CC(C3)C1)C2)c1nn2c(c1Cl)NC(c1ccco1)CC2C(F)(F)F (configuration not stated)	.	.	.	1	1	-2	.	23

From PubChem BioAssay
